# hcGAS lum = inhibitors of human cGAS | Q8N884 | recombinant h-cGAS, ATP depletion, Kinase-Glo luminescence | inhibition, % at 12.5 µM | 290,000 tested, 0.081% active;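 also: 0% = vehicle reaction and 100% = reaction without DNA for no activity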
# Target sequence (Q8N884 whole entry, looked up): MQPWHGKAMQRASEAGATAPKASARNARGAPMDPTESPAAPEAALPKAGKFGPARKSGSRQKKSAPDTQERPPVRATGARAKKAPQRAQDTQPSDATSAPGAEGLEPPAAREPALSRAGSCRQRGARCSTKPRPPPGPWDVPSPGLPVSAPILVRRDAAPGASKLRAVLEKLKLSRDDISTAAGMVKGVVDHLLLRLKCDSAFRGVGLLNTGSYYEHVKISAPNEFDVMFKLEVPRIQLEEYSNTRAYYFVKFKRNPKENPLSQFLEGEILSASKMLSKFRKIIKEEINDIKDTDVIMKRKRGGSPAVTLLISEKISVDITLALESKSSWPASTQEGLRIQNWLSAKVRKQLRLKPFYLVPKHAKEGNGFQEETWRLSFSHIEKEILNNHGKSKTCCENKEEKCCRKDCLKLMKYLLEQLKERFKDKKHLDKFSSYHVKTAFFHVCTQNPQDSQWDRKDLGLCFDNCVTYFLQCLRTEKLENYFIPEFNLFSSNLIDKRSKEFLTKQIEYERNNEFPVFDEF
# NPYLR7 agonist = mosquito NPYLR7 agonism | HEK293T NPYLR7/Galpha15, GCaMP6s calcium fluorescence | activation, % at 10 µM | 270,000 tested, 0.15% active; in the data active = activation above about 40%;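 also: 0% = vehicle and 100% = reference agonist at the receptor; some compounds past the cut are filed as inactive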
# mcGAS inh = blocks mouse cGAS activity; Q8C6L5; recombinant cGAS, Kinase-Glo ATP depletion luminescence; inhibition, % at 12.5 µM; 160,000 tested, 0.15% active;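 also: 0% = negative control wells and 100% = reference inhibitor with no enzyme activity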
# * marks the source's active call; other numbers are inactive results; . = no result given; & = joins results of further samples. Rule as the data show it, unless noted: active = inhibition above about 40%; inactive = the rest.
# Preview, 27 compounds:
SMILES,hcGAS lum,NPYLR7 agonist,mcGAS inh
CCCCN1C(=O)CCc2cc(NS(=O)(=O)c3ccc(OC)cc3C)ccc21,-6,2,.
O=c1c(=O)n2c(nn1Cc1ccccc1Cl)sc1ccccc12,-3,3,.
COCCn1c(C)cc(C=C(C#N)C(=O)C(C)(C)C)c1C,-5,2,.
COc1ccnc(CS(=O)c2nc3ccc(OC(F)F)cc3[nH]2)c1OC (centres undefined),3&-5,7&-9,.
Cc1cc(C(C)(O)CNC(=O)c2ccc3c(c2)CCC(=O)N3)c(C)o1 (centres undefined),4,1,4
CNC(=O)CC(C)N(C)Cc1cncn1CC(C)C (centres undefined),-5,.,-4
Cc1nc(SCc2cc(C)on2)c2c(C)c(C)sc2n1,-5,3,.
Cc1c(C(=O)C(F)(F)F)c2ccccn2c1C1=NS(=O)(=O)c2ccccc21,-1,4,.
Cc1noc(C)c1C(=O)N(C)C1CCS(=O)(=O)C1 (centres undefined),3,2,.
COC(=O)c1sccc1S(=O)(=O)NCc1ccc(C(=O)N2CCCCC2)cc1,-4,8,-7
O=C(c1cccs1)N(CCCn1ccnc1)c1nc2ccc(F)cc2s1,-10,-10,-9
Cc1cc(C)n(C2CCN(Cc3cc4ccccc4o3)C2)n1 (centres undefined),-4,-2,-17
COc1ccc(CN(C(=O)c2cccc(Br)c2)C(C)C)cc1OS(C)(=O)=O,-8,5,-7
c1ccc(Nc2ccc(Nc3ccccc3)nn2)cc1,-8,0,.
COc1ccc(OC)c(N2CCN(C(=O)CCc3ccccc3)C(C)C2=O)c1 (centres undefined),-9,-5,.
Cc1ccccc1Cn1cccc1CN(Cc1ccccc1)C(=O)c1ccccc1Cl,-8,.,-5
Cc1nn(CC(=O)Nc2ncccc2OCc2ccccc2)c(C)c1[N+](=O)[O-],3,-7,-2
Cc1ccc(N2C(=O)c3ccc(-c4nc5ccccc5c(=O)o4)cc3C2=O)cc1C,-5,-9,-5
Cn1c(Sc2ccc(F)c(F)c2)c(C#N)c(=O)n(C)c1=O,-5,7,.
O=C(CCl)NNC(=O)c1ccc(Cl)cc1,-7,-5,-2
COc1cccc(CC2CN(C(=O)c3ccc(-c4ccn[nH]4)cc3)CCO2)c1 (centres undefined),-14,4,-16
O=C(NC1CCCc2c1cnn2-c1ccc(F)cc1F)c1ccc(N2CCCC2=O)cc1 (centres undefined),-8,11,.
CCOC(=O)c1cc(-c2cccc(NC(=O)c3cc(F)cc(F)c3F)c2)n(-c2ccccn2)n1,-8,20,-8
Cc1ccccc1-c1nc2ccc(Cl)cn2c1NCc1ccccc1,-7,2,-8
O=C(c1cncc(-c2ccnc3[nH]ccc23)n1)N1CCCCC1,-3,3,0
O=C(CN(C(=O)NC1CCCCC1)C1CC1)N(CCc1c[nH]c2ccccc12)Cc1ccc(F)cc1,-5,15,-8
COC(=O)c1sc(N2C(=O)C(O)=C(C(=O)c3cccs3)C2c2ccccc2)nc1C (centres undefined),4,8,5

# The listing, from the start:
SMILES,hcGAS lum,NPYLR7 agonist,mcGAS inh
CCCCN1C(=O)CCc2cc(NS(=O)(=O)c3ccc(OC)cc3C)ccc21,-6,2,.
O=c1c(=O)n2c(nn1Cc1ccccc1Cl)sc1ccccc12,-3,3,.
COCCn1c(C)cc(C=C(C#N)C(=O)C(C)(C)C)c1C,-5,2,.
COc1ccnc(CS(=O)c2nc3ccc(OC(F)F)cc3[nH]2)c1OC (centres undefined),3&-5,7&-9,.
Cc1cc(C(C)(O)CNC(=O)c2ccc3c(c2)CCC(=O)N3)c(C)o1 (centres undefined),4,1,4
CNC(=O)CC(C)N(C)Cc1cncn1CC(C)C (centres undefined),-5,.,-4
Cc1nc(SCc2cc(C)on2)c2c(C)c(C)sc2n1,-5,3,.
Cc1c(C(=O)C(F)(F)F)c2ccccn2c1C1=NS(=O)(=O)c2ccccc21,-1,4,.
Cc1noc(C)c1C(=O)N(C)C1CCS(=O)(=O)C1 (centres undefined),3,2,.
COC(=O)c1sccc1S(=O)(=O)NCc1ccc(C(=O)N2CCCCC2)cc1,-4,8,-7
O=C(c1cccs1)N(CCCn1ccnc1)c1nc2ccc(F)cc2s1,-10,-10,-9
Cc1cc(C)n(C2CCN(Cc3cc4ccccc4o3)C2)n1 (centres undefined),-4,-2,-17
COc1ccc(CN(C(=O)c2cccc(Br)c2)C(C)C)cc1OS(C)(=O)=O,-8,5,-7
c1ccc(Nc2ccc(Nc3ccccc3)nn2)cc1,-8,0,.
COc1ccc(OC)c(N2CCN(C(=O)CCc3ccccc3)C(C)C2=O)c1 (centres undefined),-9,-5,.
Cc1ccccc1Cn1cccc1CN(Cc1ccccc1)C(=O)c1ccccc1Cl,-8,.,-5
Cc1nn(CC(=O)Nc2ncccc2OCc2ccccc2)c(C)c1[N+](=O)[O-],3,-7,-2
Cc1ccc(N2C(=O)c3ccc(-c4nc5ccccc5c(=O)o4)cc3C2=O)cc1C,-5,-9,-5
Cn1c(Sc2ccc(F)c(F)c2)c(C#N)c(=O)n(C)c1=O,-5,7,.
O=C(CCl)NNC(=O)c1ccc(Cl)cc1,-7,-5,-2
COc1cccc(CC2CN(C(=O)c3ccc(-c4ccn[nH]4)cc3)CCO2)c1 (centres undefined),-14,4,-16
O=C(NC1CCCc2c1cnn2-c1ccc(F)cc1F)c1ccc(N2CCCC2=O)cc1 (centres undefined),-8,11,.
CCOC(=O)c1cc(-c2cccc(NC(=O)c3cc(F)cc(F)c3F)c2)n(-c2ccccn2)n1,-8,20,-8
Cc1ccccc1-c1nc2ccc(Cl)cn2c1NCc1ccccc1,-7,2,-8
O=C(c1cncc(-c2ccnc3[nH]ccc23)n1)N1CCCCC1,-3,3,0
O=C(CN(C(=O)NC1CCCCC1)C1CC1)N(CCc1c[nH]c2ccccc12)Cc1ccc(F)cc1,-5,15,-8
COC(=O)c1sc(N2C(=O)C(O)=C(C(=O)c3cccs3)C2c2ccccc2)nc1C (centres undefined),4,8,5
Cc1nc(NC(=O)c2cc(Br)ccc2Cl)sc1C,-6&-10,-7&0,-7
Cc1ccc(Cl)c(Oc2cc(N3CCN(C(=O)c4ccc(Cl)c(Cl)c4)CC3)ncn2)c1,-6,.,-7
CCCCNc1nc(C(=O)N(CCC(=O)NC(C)C)Cc2ccccc2)cs1,-7,.,-5
COc1cccc(Cc2nsc(Oc3ccc(C(=O)NC4CCN(Cc5ccccc5)CC4)cc3OC)n2)c1,-9,-9,-3
C=CCN1C(=O)C2(CC(=O)Nc3c2sc(C(=O)O)c3-c2ccccc2)c2cc(Cl)ccc21 (centres undefined),-7,2,.
O=C(CSc1nc2[nH]ncc2c(=O)[nH]1)Nc1ccc(OC(F)(F)F)cc1,-1,-4,.
O=C(Nc1ccc(Cl)c(Cl)c1)c1cc2nc(-c3ccc(F)cc3)cc(C(F)(F)F)n2n1,-7,-8,-6
Cc1ccccc1Cn1c(=O)c2c(nc3n2CCCN3Cc2ccccc2)n(C)c1=O,-8,3,-6
COc1cc(C=NN=C(N)N)ccc1O,-6,-5,.
N#CC1C(=N)Oc2c(cc3ccccc3c2O)C1c1ccccc1 (centres undefined),0,-6,1
O=C(NC1CCN(CC2CCCC2)CC1)c1ccc(Cl)cc1F,-18,4,.
COc1ccccc1-c1ccc(NC(C)c2cnn(C)c2)nn1 (centres undefined),-2,3,.
COc1cc(-c2ccc3[nH]ncc3c2)cc(OC)c1OC,0,-3,.
Cc1ccccc1-n1cc(CNC(=O)C2CCC(=O)N(CCc3cccc(F)c3)C2)cn1 (centres undefined),-9,7,.
CCCn1c(SCC(=O)c2cc(OC)ccc2OC)nnc1-c1ccncc1,-10,16,.
O=C(c1cnn2c(C(F)(F)F)cc(-c3ccc(Br)cc3)nc12)N1CCCCCC1,-5,2,-6
CCN(CC)c1ccc(NC(=O)c2cc(Cl)cn2C)cc1,-5,-1,.
Cc1ccc(C(CC(=O)N(CCN(C)C)Cc2ccccc2)c2c[nH]c3ccccc23)c(C)c1 (centres undefined),-4,-3,-3
C=CCc1c(C)nc2c(-c3ccccc3)cnn2c1N1CCCC1,-11,5,-9
CN1c2ccccc2C(C)(C)C12CC(CCl)=NO2 (centres undefined),-11,-3,.
Cc1nnc(SCC(=O)Nc2sc3c(c2C(N)=O)CCC(C)C3)n1C1CC1 (centres undefined),-7,-3,-5
CCCCCCCCC(=O)N(Cc1cccc(OS(=O)(=O)CC)c1)C(C)CC (centres undefined),-5,-5,-4
CCn1c(C)c(C(=O)CN(C(=O)COc2ccc(Cl)cc2)C2CCCCC2)c(C)c1C(=O)OC,-6,12,-6
O=C(c1cccc(C(F)(F)F)c1)N1CCC2(CC1)SCCN2C(=O)CCc1ccccc1,-2,21,-6
CSc1cccc(NC(=O)N2CCCCC2CCN2CCOCC2)c1 (centres undefined),1,5,.
O=C(O)c1nn(-c2ccccc2F)c(=O)n(Cc2cccc(C(F)(F)F)c2)c1=O,-2,20,.
CCc1cc(N2CCN(Cc3ccc4c(C)cc(=O)oc4c3)CC2)ncn1,-3,4,.
CCCC(=O)OCC(O)CN(Cc1ccc2c(c1)OCO2)Cc1ccccc1F (centres undefined),-1,-3,1
Cc1ccc(-n2c(C)nnc2SCc2ccc(C(=O)N3CCN(c4ccccc4F)CC3)cc2)cc1,3,-1,1
O=C(NCCC1=CCCCC1)C1CCC(=O)N(CCc2ccccc2)C1 (centres undefined),-4,7,.
COCCN(Cc1cccc(OS(=O)(=O)c2cccc(C(F)(F)F)c2)c1)C(=O)c1cccc(Br)c1,-6,25,-6
CN1CCN(c2nc3c(c(Oc4cccc(F)c4)n2)CN(C(=O)Cc2cccs2)CC3)CC1,-7,6,.
COc1ccc2cc(C3CN(Cc4nnc(C)s4)CCO3)ccc2c1 (centres undefined),1,5,.

# Record cards, from the list above.
# Listed for O=C(NCCC1=CCCCC1)C1CCC(=O)N(CCc2ccccc2)C1 (centres undefined) : hcGAS lum = -4; NPYLR7 agonist = 7; mcGAS inh = .
# Listed for CCc1cc(N2CCN(Cc3ccc4c(C)cc(=O)oc4c3)CC2)ncn1 : hcGAS lum = -3; NPYLR7 agonist = 4; mcGAS inh = .

# (cont.)
SMILES,hcGAS lum,NPYLR7 agonist,mcGAS inh
CCOC(=O)C(C)Sc1nc2c(c(=O)n1-c1ccc(C)cc1)SCC2 (centres undefined),-3,-2,.
Cc1ccccc1N1CCN(c2ncccc2CNC(=O)c2ccncc2)CC1,-6,4,.
CCOC(=O)c1c(NC(=O)CS(=O)(=O)c2ccccc2)sc(C(=O)OC)c1C,-2,-5,-3
CC(Cn1cnc2ccccc2c1=O)NCc1nc(C2CCCCC2)no1 (centres undefined),-4,-2,1
O=C(Nc1ccc(N2CCc3ccccc3C2)c(C(=O)NC2CC2)c1)c1ccc2ccccc2c1,-12,-2,-6
COc1ccc(C(=O)N2CCN(c3cc(Cl)ccc3C)C(=O)C2C)cc1 (centres undefined),-4,-10,-3
CC(C)c1nc(NC(=O)C2=NOC(c3ccccc3)C2)n[nH]1 (centres undefined),-17,4,.
C=CCn1nc(C(=O)O)c2c1CCC(N(C)Cc1ccc3nonc3c1)C2 (centres undefined),-3,20,.
O=C1CC2(CCN(C(=O)CC(C(=O)N3CCC4(CC3)CC(=O)c3cc(F)ccc3O4)C3CCCCC3)CC2)Oc2ccc(F)cc21 (centres undefined),-12,-6,-5
Cc1ccc(-n2nc(-c3cccs3)cc2C(=O)NCCc2ccc(Cl)cc2Cl)c(C)c1,-2,.,1
Cn1cc(CN2CCC(C(=O)NC(c3ccc(F)cc3)c3ccc4ccccc4n3)CC2)c2ccccc21 (centres undefined),0,-5,-2
O=C(O)c1cc(-c2ccc(N3CCOCC3)cc2)nn1-c1ccc(F)cc1,-4,7,.
Cc1cccnc1C1=NOCC(=O)N1C,-3,6,.
CC(C)N1CCC(=NNC(=O)c2cc(O)c(O)c(O)c2)CC1,-3,-13,.
CCOC(=O)c1ccc(OC2CC3CCC(C2)N3C(=O)c2ccc(CSCc3c(C)cc(C)cc3C)cc2)cc1 (centres undefined),-14,7,-7
CCOC(=O)c1cnc(OC)[nH]c1=O,8,0,.
CN(C)CCCN(C(=O)C1CCCCC1)c1nc2c(F)cc(F)cc2s1,-6,6,-8
CCCCN(CC(=O)N1c2ccccc2-n2cccc2C1c1ccc(OC)cc1)C(=O)Nc1cccc(Br)c1 (centres undefined),-4,-7,0
CSc1nnc(SCC(=O)NC(=O)c2cccn2C)s1,-1,-1,.
COCCn1cc(C(=O)NC2CCCCCC2)c2nn(-c3ccccc3)c(=O)c-2c1,-7,6,-7
CCn1ncc2c1CCCC2NC(C)C(=O)N1CCN(C(C)=O)CC1 (centres undefined),-7,3,.
O=C(NCCN1CCCC1=O)C1CCC(=O)N(Cc2cccc(F)c2)C1 (centres undefined),-4,.,-12
CCc1noc(C)c1C(=O)Nc1nnc(C2CC2)s1,-7,2,.
Cc1ccn2c(=O)cc(CSc3nnnn3C3CCCC3)nc2c1,5,0,.
CSC(C)C(=O)Nc1ccn(CCCC#N)n1 (centres undefined),-2,-6,-11
O=C1c2ccccc2CCC1CNCCc1ccc(O)cc1 (centres undefined),-5,-9,.

# High-throughput results deposited in PubChem BioAssay by Fisher Drug Discovery Resource Center.
